Screening data deposited in PubChem by Fisher Drug Discovery Resource Center.
NPYLR7 agonist: agonists of mosquito NPYLR7 receptor, primary screen, cell-based, Aedes aegypti, calcium fluorescence, mosquito biting behavior; hit rate 0.15% among 270,000; HEK293T NPYLR7/Galpha15, GCaMP6s calcium fluorescence; activation, % at 10 µM; Aedes aegypti neuropeptide Y-like receptor 7 (NPYLR7); in the data active = activation above about 40%;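 also: 0% = vehicle and 100% = reference agonist at the receptor; some compounds past the cut are filed as inactive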
mcGAS lum: cyclic GMP-AMP synthase inhibitors, mouse, primary biochemical chemiluminescence | Q8C6L5 | recombinant cGAS, Kinase-Glo ATP depletion luminescence | inhibition, % at 12.5 µM | hit rate 0.15% among 160,000 | AID 1259399, 2018;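 also: 0% = negative control wells and 100% = reference inhibitor with no enzyme activity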
hcGAS lum: Primary biochemical luminescence assay for human cyclic GMP-AMP synthase inhibitors; recombinant h-cGAS, ATP depletion, Kinase-Glo luminescence; inhibition, % at 12.5 µM; hit rate 0.081% among 290,000;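 also: 0% = vehicle reaction and 100% = reaction without DNA for no activity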
Target sequence (Q8N884 whole entry, looked up): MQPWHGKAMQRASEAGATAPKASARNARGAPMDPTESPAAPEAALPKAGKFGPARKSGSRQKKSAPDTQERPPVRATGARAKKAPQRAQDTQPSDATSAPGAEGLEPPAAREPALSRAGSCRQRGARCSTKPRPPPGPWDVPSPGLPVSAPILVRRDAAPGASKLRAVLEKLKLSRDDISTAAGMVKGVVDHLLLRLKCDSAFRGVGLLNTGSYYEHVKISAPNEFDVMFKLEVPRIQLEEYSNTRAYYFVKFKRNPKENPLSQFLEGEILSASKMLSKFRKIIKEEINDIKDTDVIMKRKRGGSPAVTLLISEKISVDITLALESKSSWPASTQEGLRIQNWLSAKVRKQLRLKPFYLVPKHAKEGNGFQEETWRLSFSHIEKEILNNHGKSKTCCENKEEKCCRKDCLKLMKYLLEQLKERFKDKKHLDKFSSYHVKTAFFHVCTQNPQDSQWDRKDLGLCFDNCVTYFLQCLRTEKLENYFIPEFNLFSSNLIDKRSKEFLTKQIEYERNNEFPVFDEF
An asterisk follows results filed as active; nt = no result given; & = joins results of further samples. Rule as the data show it, unless noted: active = inhibition above about 40%; inactive = the rest. Some of the compounds tested; rates above refer to the full screens.

| SMILES | NPYLR7 agonist | hcGAS lum | mcGAS lum |
| --- | --- | --- | --- |
| O=[N+]([O-])c1cccc(S(=O)(=O)N2CCN(CCOC(c3ccccc3)c3cccc(C(F)(F)F)c3)CC2)c1 (stereo not drawn) | 27 | -3 | -7 |
| CN1CC(=O)N(Cc2ccc(Cn3nc(C(=O)NCCCN4CCCC4=O)c4ccccc43)cc2)c2ccccc2C1=O | -4 | -11 | -4 |
| C=C(C)CN1CC[C@]23c4c5ccc(O)c4O[C@H]2c2[nH]c4ccccc4c2C[C@@]3(O)C1C5 | -2 | -2 | nt |
| COCc1nc(-c2cccc(CN3CCN(C(=O)Cc4nc(-c5cccc(OC)c5)oc4C)CC3)c2)no1 | nt | -8 | -8 |
| CC(C)(C)P(=S)(Nc1cccnc1)C(C)(C)C | 6&0 | -9&-6 | -12&-8 |
| CC1(C)CN=C(Nc2ccc(F)c(F)c2)S1 | 17 | -13 | -2 |
| C[C@@H]1C(=O)O[C@H]2[C@H]1CC[C@@]1(C)C=CC(=O)[C@@]3(C)O[C@@]213 | nt | -5 | 0 |
| CCN(CC)CCN(C(=O)Cc1ccccc1)c1nc2ccc(Cl)cc2s1 | -7 | -4 | -6 |
| CCN(CC)C(C)C(=O)c1ccccc1 (stereo not drawn) | -13 | -5 | nt |
| Cc1ccccc1CC(=O)N1CCN(Cc2cccc(-c3noc(-c4ccccc4)n3)c2)CC1 | 4 | 8 | 3 |
| COc1ccccc1/C=C1\C(=O)NC(=S)N(c2ccccc2)C1=O | 0 | -7 | -5 |
| NNCc1ccccc1 | 7 | -2 | nt |
| CC(C)CC(C)NC(=O)C1CCCCC1C(=O)N1CCC(C#N)(c2ccccc2)CC1 (stereo not drawn) | -6 | -8 | -5 |
| COC(=O)c1ccc(CN2CCCC(C(=O)c3cccc(Cl)c3)C2)cc1 (stereo not drawn) | 5 | -9 | nt |
| O=C(NCc1cccc(OC(F)F)c1)c1cn(CC2CCCNC2)nn1 (stereo not drawn) | 25 | -6 | -18 |
| O=c1c2ccccc2[nH]c(=S)n1CC1(N2CCCCC2)CCCCC1 | 4 | -7 | nt |
| O=C(c1ccc(Br)cc1)C12CN3CN(CN(C3)C1)C2 | 8 | 1 | nt |
| CC(C)c1c(C(=O)NC2CCCCCC2)cnn1Cc1ccccc1 | 1 | -11 | nt |
| O=C1NC(=O)c2c1c1c3ccccc3[nH]c1c1[nH]c3ccccc3c21 | -15 | -3 | nt |
| CC(C)Nc1nc(Cl)nc(NC(C)C)n1 | -3 | -5 | nt |
| Nc1c(Br)cc(Br)cc1Br | -1 | -3 | -2 |
| NC(=O)COc1c(F)cc(SCCNS(=O)(=O)c2ccccc2)cc1F | 1 | 1 | -1 |
| c1cc2c(cc1CCNCc1ccc3c(c1)OCO3)OCO2 | 0 | -11 | nt |
| Cc1nn(C(C)(C)C)c(C)c1C(=O)NCC1CCCCCCC1 | -5 | -6 | nt |
| CC(C)Oc1cccc(C(=O)C2CCCN(C3CSCCSC3)C2)c1 (stereo not drawn) | 17 | -7 | -11 |
| NC(=O)c1ccsc1NC(=O)CN1CC=C(c2ccc(O)cc2)CC1 | 11 | -11 | -15 |
| CCCCCNC(=O)C1CC=CCC1C(=O)N1CCC(C#N)(c2ccccc2)CC1 (stereo not drawn) | -6 | -8 | -3 |
| CN(C)c1ccc(P(=S)(N(C)C)N(C)C)cc1 | -7 | -5 | nt |
| C#C[C@]1(O)C=C[C@H]2[C@@H]3CCC4=CC(=O)CC[C@@H]4[C@H]3CC[C@@]21CC | -6 | -6 | -9 |
| N[C@@]1(C(=O)O)CC[C@@H](C(=O)O)C1 | 6 | -6 | -4 |
| O=[N+]([O-])c1cccc(NP(=O)(Oc2ccccc2)Oc2ccccc2)c1 | -5 | -5 | nt |
| OC(c1ccc(Cl)s1)(c1ccc(Cl)s1)C1CN2CCC1CC2 (stereo not drawn) | 18 | -4 | -4 |
| N#CC1(c2ccccc2)CCN(C(=O)c2ccc(Cc3ccccc3)o2)CC1 | -8 | -5 | nt |
| Cn1nc(C(C)(C)C)c2c1N(CC(=O)NCc1ccco1)C(=O)CSC2c1ccc(F)cc1F (stereo not drawn) | -5 | -2 | -1 |
| O=C(O)COc1ccccc1CN1CCN(CCOC(c2ccccc2)c2ccc(F)c(F)c2)CC1 (stereo not drawn) | 23 | -7 | -9 |
| COc1cc(C=C(C#N)C#N)cc(O)c1O | 4 | 13 | -1 |
| CC1=C2CCC3C(CC[C@]4(C)C(=O)CCC34)[C@@]2(C)CCC1=O (stereo partly drawn) | -17 | 1 | nt |
| COc1ccc2c(c1O)-c1cccc3c1[C@@H](C2)N(C)CC3 | -1 | -1 | -1 |
| Cc1noc(C)c1CC(=O)N1CCN(CC2CCCO2)CC1 (stereo not drawn) | 7 | -5 | nt |
| CC(C)CN(Cc1cc(NC(=O)C2CCC2)ccc1N(C)C1CCN(C)CC1)C(=O)c1ccc(F)cc1 | 15 | 2 | -5 |
| CCC(O)Cn1cc(C2=CCN(CC(=O)N3C[C@@H](C)O[C@@H](C)C3)CC2)cn1 (stereo partly drawn) | 13 | -2 | -9 |
| Fc1cc(C2NCc3ccccc3-n3cccc32)cc(F)c1F (stereo not drawn) | 0 | -2 | nt |
| Clc1ccc(-c2noc3c2CN(CCc2c[nH]c4ccccc24)CC3)cc1 | -7 | -2 | -11 |
| OC[C@@H]1[C@H]2CN(C3COC3)CCN2C[C@H]1c1ccccc1 | 5 | -4 | -3 |
| CC(C)(C)c1cc(C=C(C#N)C#N)cc(C(C)(C)C)c1O | 3 | 1 | -4 |
| CN(C)S(=O)(=O)c1ccc(OCCN2CC=C(c3ccccc3)CC2)cc1 | -1 | -7 | -11 |
| C=CCOC(=O)C1=C(C)OC(=N)C(C(=O)OCCOC)C12C(=O)Nc1ccccc12 (stereo not drawn) | 11 | 2 | -2 |
| COc1ccc(OC)c(NC(=O)N2CCN(CCOC(c3ccccc3)c3ccccc3)CC2)c1 | 15 | -4 | -8 |
| Cc1ccnc(CC(C)N(C)CC(C)(C)CN2CCOCC2)c1 (stereo not drawn) | -1 | -5 | nt |
| Cc1cc(C(=O)O)c(C)n1C1CC1 | 0 | -3 | -6 |
| CNC(C)c1nc2ccccc2c(=O)n1-c1cccc(C)c1 (stereo not drawn) | -12 | -1 | nt |
| O=C(c1ccc(C(F)(F)F)cc1)C1CCCN(Cc2cccnc2)C1 (stereo not drawn) | 4 | -7 | -10 |
| COc1ccc(OC)c(C2SCC(=O)N(CC(=O)N3CCOCC3)c3c2c(C(C)(C)C)nn3C)c1 (stereo not drawn) | 24 | -6 | -5 |
| COc1cc2c(cc1O)CC1c3c(cc(O)c(OC)c3-2)CCN1C (stereo not drawn) | -7 | -3 | -1 |
| CC(=NNP(=S)(c1ccccc1)c1ccccc1)c1ccc(C#N)cc1 | 2 | -5 | nt |
| COc1cccc(CC(C)NC(=O)NCC2CCCC2O)c1 (stereo not drawn) | 2 | -7 | nt |
| COc1ccc2c(c1)c(C(=O)NCc1snnc1C(C)C)c(C)n2C | 18 | -10 | nt |
| CCCc1nc(C)cc(N2[C@H]3CCNC[C@@H]2CC3)n1 | 6 | -1 | nt |
| COC(=O)[C@]1(C)CC[C@]2(C)CC[C@]3(C)C4=CC=C5C(=CC(=O)C(O)=C5C)[C@]4(C)CC[C@@]3(C)[C@@H]2C1 | nt | -2 | -2 |
| CN1CCC(N2C[C@@H]3C[C@H](C2)c2ccc(-c4cncnc4)c(=O)n2C3)CC1 | -7 | -3 | -6 |

(listing goes on)
| SMILES | NPYLR7 agonist | hcGAS lum | mcGAS lum |
| --- | --- | --- | --- |
| CC(C)(C)c1cc(C=C2C(=O)NC(=O)NC2=O)cc(C(C)(C)C)c1O | 5 | 0 | -6 |
| Cc1nnnn1CCCN1CCC2(CC1)C(=O)Nc1ccccc12 | 6 | -9 | nt |
| CN1C(=C2C=NN(C)P2(=S)N2CCOCC2)C(C)(C)c2ccccc21 (stereo not drawn) | 9 | -2 | nt |
| O=C(Cc1ccc(Cl)c(Cl)c1)N1CCN(CCO)CC1 | 8 | -9 | -17 |
| COC1=C[C@]23CCCN2CCc2cc4c(cc2[C@@H]3[C@@H]1O)OCO4 | 3 | 3 | -7 |
| S=P(NN=Cc1cccnc1)(c1ccccc1)c1ccccc1 | -6 | -7 | nt |
| Oc1ccc(C=NNP(=S)(c2ccccc2)c2ccccc2)cc1 | 5 | -4 | nt |
| CC(C)S(=O)(=O)N1CC[C@@H]2COCCN(C)[C@@H]2C1 | nt | -5 | -5 |
| O=C(NCCCN1CCCC1=O)C(C1CCCC1)N1CCN(C(=O)Cc2cccs2)CC1 (stereo not drawn) | -8 | -4 | -3 |
| CC(C)=CCC12CN3CCN(CC(C3)C1O)C2 (stereo not drawn) | 0 | -3 | nt |
| O=C(CN1CN(c2ccccc2)C2(CCNCC2)C1=O)NCc1cccc(C(F)(F)F)c1 | -6 | -9 | -6 |
| CCNC(=O)c1cn(CC2CCCCC2)cc(C(=O)N2CCN(c3ccc(C(C)=O)cc3)CC2)c1=O | 16 | -12 | -12 |
| CC(C)OP1(=S)C2=C(N3CCCC3)CCCC2=NN1c1ccccc1 (stereo not drawn) | 1 | -7 | nt |
| O=C(C(O)c1ccccc1)N1CCN(CCOC(c2ccc(F)cc2)c2ccc(F)cc2)CC1 (stereo not drawn) | 14 | -2 | -6 |
| C[C@H](N)Cn1ccc2cc(F)c(Cl)cc21 | -8 | -3 | nt |
| O=C1Nc2cc(Cl)c(Cl)cc2N2CCNCC12 (stereo not drawn) | 6 | -1 | nt |
| Cc1ccc(F)cc1-c1cccc(CCN)c1 | 10 | -5 | nt |
| C[Se]C[C@H](N)C(=O)O | 2 | 0 | -2 |
| O=C(c1cc(C(F)(F)F)ccc1F)N1CCN(CCOC(c2ccccc2)c2ccccc2)CC1 | 4 | -2 | -1 |
| CC(C)(C)CC(=O)NC1CCSC1=O (stereo not drawn) | -1 | 7 | nt |
| Cc1ccc(-n2nc(-c3ccccc3)c3c2N(CC(=O)N2CCOCC2)C(=O)CSC3c2sccc2C)cc1 (stereo not drawn) | 17 | -3 | -6 |
| O=[N+]([O-])c1ccccc1C=NNP(=S)(c1ccccc1)c1ccccc1 | -1 | -4 | nt |
| O=C(Cc1ccc(O)cc1)N1CCN(Cc2ccccc2CO)CC1 | 4 | -2 | -10 |
| C(#CCN1CCOCC1)COCC#Cc1ccccc1 | -11 | 5 | nt |
| COC(=O)CCCCCCC(=O)Nc1ccc2[nH]cc(CCN3CCOCC3)c2c1 | 17 | -8 | -7 |
| ClC1=C(Cl)C2(Cl)C3C(Cl)C=CC3C1(Cl)C2(Cl)Cl (stereo not drawn) | -6 | -5 | nt |

Some of these compounds in order of count of non-hydrogen atoms, descending:
| SMILES | NPYLR7 agonist | hcGAS lum | mcGAS lum |
| --- | --- | --- | --- |
| O=C(c1cc(C(F)(F)F)ccc1F)N1CCN(CCOC(c2ccccc2)c2ccccc2)CC1 | 4 | -2 | -1 |
| COC(=O)CCCCCCC(=O)Nc1ccc2[nH]cc(CCN3CCOCC3)c2c1 | 17 | -8 | -7 |
| O=C(Cc1ccc(O)cc1)N1CCN(Cc2ccccc2CO)CC1 | 4 | -2 | -10 |
| C(#CCN1CCOCC1)COCC#Cc1ccccc1 | -11 | 5 | nt |
| Cc1ccc(F)cc1-c1cccc(CCN)c1 | 10 | -5 | nt |
| C[C@H](N)Cn1ccc2cc(F)c(Cl)cc21 | -8 | -3 | nt |

In a second layout: entries from further up.
Every second line gives: NPYLR7 agonist	hcGAS lum	mcGAS lum
C#C[C@]1(O)C=C[C@H]2[C@@H]3CCC4=CC(=O)CC[C@@H]4[C@H]3CC[C@@]21CC
  -6	-6	-9
COc1ccc(OC)c(NC(=O)N2CCN(CCOC(c3ccccc3)c3ccccc3)CC2)c1
  15	-4	-8
